PMI inhibition – human PMI inhibitors, high substrate, primary screen, biochemical, fluorescence intensity, high mannose 6-phosphate (AID 1220) | recombinant PMI enzyme, coupled fluorescence intensity; higher % means a stronger effect | Mannose-6-phosphate isomerase (Homo sapiens) | 190,000 tested, 0.66% active | inhibition, % at 20 µM, or IC50 in µM where a hit was titrated
XIAP antagonists – XIAP antagonists, biochemical, IAP family, fluorescence polarization (AID 1018); E3 ubiquitin-protein ligase XIAP (Homo sapiens); XIAP BIR domain, fluorescence polarization peptide displacement; higher % means a stronger effect; one-dose displacement, % at 20 µM; IC50 in µM for titrated hits; 200,000 tested, 0.007% active; in the data active means displacement above about 50%; further: a part of the inactive calls stands beside numbers as strong as those of hits
M17LAP inhibition – P. falciparum M17LAP inhibitors, primary screen, biochemical, fluorogenic H-Leu-NHMec substrate, 1536-well (AID 1619) | recombinant M17LAP, H-Leu-NHMec fluorogenic kinetic assay; higher % means a stronger effect | inhibition, % at 30 µM, or IC50 in µM where a hit was titrated | 220,000 tested, 0.38% active;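 active means compound inhibiting the enzyme by more than half at any dose during confirmatory dose-response retesting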;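 further: plate controls were full reaction with DMSO carrier for no effect and no enzyme background for full effect; strong numbers were not always called active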
ER stress rescue – rescue of cells from ER stress-induced death, primary screen, 384-well, CSM14.1, thapsigargin, ATP luminescence (AID 1222); CSM14.1 thapsigargin-induced death rescue, ATP luminescence; higher % means a stronger effect; one-dose cellular ATP content (survival), % at 20 µM; EC50 in µM for titrated hits; 190,000 tested, under 10 active;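 active means EC50 below 50 µM in the dose-response confirmation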;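 further: death triggered by thapsigargin at about 15 µM added after 2 h compound pretreatment; cell ATP read after overnight thapsigargin exposure of roughly 18 to 22 hours; normalized against plate controls of thapsigargin alone and 5% DMSO vehicle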
TNAP activation fold – human TNAP enzyme activators, primary screen, biochemical, luminescent, no phosphate acceptor, uHTS (AID 1001) | purified TNAP, luminescent activation assay, no phosphate acceptor; higher activation fold means a stronger effect | activation fold at 20 µM; hits with a dose series show EC50 in µM | 200,000 tested, 0.03% active; in the data active means activation fold from about 3, or a potency from the dose series; inactive means the rest, 99 in 100 with activation fold below about 1.6; further: many of its hits are not listed in these tables
LYP phosphatase – inhibitors of LYP phosphatase, biochemical, fluorescence intensity, uHTS (AID 1779); 290,000 tested, 0.054% active; inhibition, % at 11.5 µM, or IC50 in µM where a hit was titrated; Tyrosine-protein phosphatase non-receptor type 22 (Homo sapiens); recombinant LYP phosphatase, fluorescence intensity; higher % means a stronger effect;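 further: plate controls were vehicle with enzyme for no effect and no enzyme for full effect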
PMI inhibitors – inhibitors of human PMI, primary screen, biochemical, fluorescence intensity, coupled assay (AID 1209); Mannose-6-phosphate isomerase (Homo sapiens); purified PMI enzyme, coupled fluorescence intensity; higher % means a stronger effect; inhibition, % at 20 µM; hits with a dose series show IC50 in µM; 190,000 tested, 0.42% active;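 further: plate controls were DMSO vehicle for no effect and wells lacking substrate for full effect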
P. falciparum M1AAP – P. falciparum M1AAP inhibitors, biochemical, fluorogenic H-Leu-NHMec substrate, 1536-well (AID 1445); recombinant M1AAP, H-Leu-NHMec fluorogenic kinetic assay; higher % means a stronger effect; inhibition, % at 30 µM, or IC50 in µM where a hit was titrated; 220,000 tested, 0.42% active;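 active means primary inhibition above the hit cutoff, then over 50% inhibition at one or more dose response concentrations, cut at about 23% in these data, passing the limit was not always enough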;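 further: plate controls were DMSO full reaction for no effect and no enzyme background for full effect; strong numbers were not always called active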
Myeloid diff 2 – induction of myeloid progenitor differentiation, primary screen, cell-based, flow cytometry, MLPCN library; ER-HoxA9 myeloid progenitors, lysozyme-GFP differentiation; calls only at 10 µM; 360,000 tested, 1% active;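 active means normalized GFP-positive differentiation at or above the plate's own cutoff, the solvent-only control mean plus 3 SD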;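 further: cells exposed to compound for four days before flow analysis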
Myeloid diff 2 GFP+ MAC1+ % – also measured in Myeloid diff 2; calls as there; GFP+ MAC1+ double positive, %; measured here: differentiation confirmed by MAC1 staining
Numbers without * were called inactive; i = inactive; · = no result given; & = joins results of further samples. Unless noted, no stated cut-off is given here; in the data, active means inhibition above about 50%; inactive means the rest.

The line under a structure holds: PMI inhibition	XIAP antagonists	M17LAP inhibition	ER stress rescue	TNAP activation fold	LYP phosphatase	PMI inhibitors	P. falciparum M1AAP	Myeloid diff 2	Myeloid diff 2 GFP+ MAC1+ %
O=C1c2ccccc2C(=O)N1c1ncn[nH]1
    ·	·	-3.4%	·	·	-4.3%	·	-1.4%	i	0.6
COc1cc(Cl)c(C)cc1NC(=O)COC(=O)c1cc[n+]([O-])cc1
    -1.8%	-3.9%	-8.3%	-0.6%	1.1	17.2%	-10.2%	2.9%	i	0.4
CC(NC(=O)CN(C)CC(=O)Nc1ccc(F)c(F)c1F)c1ccccc1 (stereo not drawn)
    -1.9%	1.5%	6.8%	-0.6%	1.2	-2.6%	-5.7%	5.6%	i	0.1
Cc1cc(N)n(-c2ccc(Oc3ccccc3)c(S(=O)(=O)O)c2)n1
    -9.1%	-7.4%	-68.6%	-0.8%	1	7.3%	-19.8%	10.4%	i	0.2
CCCCOc1ccc(-c2c(C#N)c(N)[nH]c(=S)c2C#N)cc1
    ·	·	-5.2%	·	·	-2.2%	·	-1.7%	i	0.2
COC(=O)Cc1ccc(N(Cc2ccccc2F)S(=O)(=O)c2ccc(Cl)cc2)cc1
    3.9%	-0.1%	-6.5%	1.0%	1.1	2.1%	1.5%	2.0%	i	0.4
O=C(O)CCc1ccc(-c2ccccc2)o1
    -17.9%	-5.9%	17.2%	-3.9%	1.1	-5.7%	-2.2%	11.8%	i	0.3
O=C(CCCCCNc1nc(=S)[nH]c2ccccc12)NCCc1ccc(Cl)cc1
    1.6%	-3.7%	9.2%	-1.4%	1.1	6.7%	-9.3%	11.8%	i	0.3
O=C(c1sc2ccccc2c1Cl)N(Cc1ccccc1Cl)C1CCS(=O)(=O)C1 (stereo not drawn)
    1.4%	-20.8%	13.5%	-1.8%	1.1	-0.3%	14.1%	0.6%	i	7.5
CN(C)CCCNC(=O)c1cc(C(=O)C2CCCCC2)c[nH]1
    -3.1%	-1.8%	0.1%	·	1.1	-6.7%	-7.0%	3.5%	i	0.5
Oc1ccc2oc3c(c2c1C=NCc1ccncc1)CCCC3
    ·	·	17.5%	·	·	-1.7%	·	18.6%	i	1.0
COc1cc(C2c3c(-c4ccccc4)n[nH]c3C(=O)N2c2ccccc2)ccc1O (stereo not drawn)
    5.1%	-15.2%	8.4%	0.1%	1	-4.4%	2.3%	-0.6%	i	0.6
Cc1cc2nc(-c3cc(N4CCOCC4)ccc3[N+](=O)[O-])ccn2n1
    1.7%	-3.3%	1.1%	·	0.9	4.5%	-1.7%	4.4%	i	0.1
Cc1ccc(S(=O)(=O)NCC(=O)OC2CCOC2=O)cc1 (stereo not drawn)
    11.7%	-8.7%	3.0%	0.5%	1.1	3.2%	-5.1%	4.0%	i	0.7
C/C(Nc1ccccc1)=C(/C#N)C(N)=O
    -1.9%	-10.5%	0.8%	-0.1%	1.1	-0.7%	3.9%	0.6%	i	7.5
COc1ccc(-c2cn3cccc(C)c3n2)cc1F
    13.7%	-1.7%	-4.7%	0.9%	1	-3.5%	-4.2%	-6.7%	i	0.2
NC(=O)Cn1nnc(-c2ccc(CN3CCCCC3)cc2)n1
    -5.5%	-3.6%	8.7%	-0.4%	1.1	-1.7%	2.6%	-1.7%	i	0.9
O=C1CSC(c2ccc3c(c2)OCO3)N1c1ccc(Oc2ccccc2)cc1 (stereo not drawn)
    4.6%	-2.0%	-8.2%	5.8%	1.1	0.3%	7.2%	-1.9%	i	0.9
O=C(Nc1cc2c3c(c1)C1CCCC1CN3CC1CCCC21)c1ccc([N+](=O)[O-])cc1 (stereo not drawn)
    13.2%	-4.1%	3.2%	-0.3%	1	0.5%	18.9%	1.2%	i	1.0
Cc1ccc(S(=O)(=O)N2CCCC2C(=O)Nc2nc3c(s2)CCCC3)cc1 (stereo not drawn)
    12.3%	-1.4%	-9.8%	-2.2%	1	1.7%	10.5%	9.6%	i	0.5
CC(/C=C/c1ccccc1)=N\NC(=O)C1CC1(C)c1ccccc1 (stereo not drawn)
    14.7%	-3.6%	5.9%	0.8%	1.1	3.5%	14.6%	-7.2%	i	0.3
C=CCSc1nnc(NC(=O)CSc2ccccn2)s1
    3.5%	-1.7%	8.0%	-0.8%	1.1	-1.5%	5.2%	9.3%	·	·
CC(C)(C)c1nnc2sc(SCCN3C(=O)c4ccccc4C3=O)nn2c1=O
    -7.2%	-1.3%	-3.2%	-3.2%	1.1	-5.6%	-6.6%	0.7%	i	1.0
Cc1ccc(-c2nc3cccnc3o2)cc1NC(=O)COc1ccc(Cl)cc1C
    9.6%	-4.6%	0.4%	-0.2%	1	0.7%	17.5%	3.2%	i	0.3
OC1(c2cccs2)CN(c2ccc(Cl)cc2)C2=[N+]1CCCC2 (stereo not drawn)
    5.8%	-2.0%	5.5%	1.5%	1	-5.6%	6.6%	-1.8%	i	0.7
CN(C(=O)c1ccc(COc2ccccc2Br)o1)c1ccccc1
    9.4%	-0.3%	3.6%	6.3%	1	3.9%	11.3%	0.8%	i	0.5
Cc1ccccc1N(CC(=O)Nc1ccccc1C(=O)NCc1ccco1)S(=O)(=O)c1ccccc1
    -15.5%	-4.1%	15.9%	10.2%	1	-7.4%	-11.7%	3.2%	i	1.0
CC(C)(C)C(=O)Nc1ccccc1C(=O)Nc1cccnc1
    0.7%	3.0%	-6.8%	0.8%	1.1	-4.2%	3.4%	10.4%	i	0.9
O=C(O)CCSc1ccc2ccccc2n1
    -24.1%&-8.1%	0.5%&-3.6%	8.2%&-1.6%	0.2%&-0.3%	1.1&1.1	-6.1%&-8.8%	-13.5%&-6.8%	-15.2%&6.3%	i	1.1&1.4
CCOC(=O)c1sc(Nc2cccc(Cl)c2)nc1C
    ·	·	-7.9%	·	·	1.3%	·	4.2%	i	0.3

Copied from the list:
Result of O=C1c2ccccc2C(=O)N1c1ncn[nH]1 in LYP phosphatase: -4.3%
Result of Cc1cc2nc(-c3cc(N4CCOCC4)ccc3[N+](=O)[O-])ccn2n1 in LYP phosphatase: 4.5%

The listing picks up with the two entries that preceded the break.
The line under a structure holds: PMI inhibition	XIAP antagonists	M17LAP inhibition	ER stress rescue	TNAP activation fold	LYP phosphatase	PMI inhibitors	P. falciparum M1AAP	Myeloid diff 2	Myeloid diff 2 GFP+ MAC1+ %
O=C(O)CCSc1ccc2ccccc2n1
    -24.1%&-8.1%	0.5%&-3.6%	8.2%&-1.6%	0.2%&-0.3%	1.1&1.1	-6.1%&-8.8%	-13.5%&-6.8%	-15.2%&6.3%	i	1.1&1.4
CCOC(=O)c1sc(Nc2cccc(Cl)c2)nc1C
    ·	·	-7.9%	·	·	1.3%	·	4.2%	i	0.3
NC(=O)OCC(COC(N)=O)c1ccccc1
    -0.6%	-10.2%	-1.4%	-1.4%	1.1	-7.3%	-8.2%	4.5%	i	2.3&2.1
Cc1ccc(C)c(N(CC(=O)NC2CCCC2)C(=O)CCCC(=O)Nc2ccccn2)c1
    -5.4%	-4.5%	7.6%	0.9%	1	-6.1%	-3.7%	3.4%	i	0.5
COc1ccc(C2COC(=O)C2=N)c(NC(=O)c2ccc(Cl)cc2)c1 (stereo not drawn)
    12.5%	-10.2%	6.3%	-3.9%	1.1	7.4%	22.8%	3.3%	i	0.4
Cc1ccc(N(CC(=O)NC2CCC(C)CC2)S(=O)(=O)c2cccnc2)cc1 (stereo not drawn)
    -6.8%	-3.1%	0.3%	0.1%	1	-8.4%	-4.1%	-2.3%	i	2.8
COc1cccc(C2N(c3cccc(Cl)c3)C(=O)C3CCCN32)c1OC (stereo not drawn)
    34.1%	-3.7%	-4.8%	2.1%	1.1	-8.2%	12.4%	1.2%	i	2.8
Cn1nnnc1SCC(=O)N1CCCc2ccccc21
    4.7%	-3.6%	14.3%	-1.5%	1.1	-0.8%	-8.7%	0.8%	i	1.7
COc1ccc(F)cc1S(=O)(=O)n1cc(C)nc1-c1ccccc1
    -9.4%	-1.6%	·	-1.9%	1	-7.9%	-7.4%	·	i	0.2
COc1ccc(C2=NOC3(CC(=O)N(c4ccc(C)cc4)C3=O)C2)cc1 (stereo not drawn)
    -7.1%	-5.7%	0.8%	-1.0%	1	-5.1%	-5.9%	1.1%	i	8.6
CCCCNC(=O)c1onc(CSc2ccccc2CC)c1C(=O)O
    -15.3%	-3.2%	22.8%	-2.1%	1	0.0%	-8.9%	-2.8%	i	2.3
CCOC(=O)/C(C#N)=C1/C=C(C)c2ccccc2N1
    2.6%	-1.1%	-1.9%	-0.8%	1.2	-3.3%	9.2%	3.8%	i	0.0
O=C(NCc1ccc2[nH]c3c(c2c1)CCCC3)c1ccc(S(=O)(=O)N2CCOCC2)cc1
    14.0%	1.3%	-12.3%	-4.0%	1	-3.9%	7.3%	3.0%	i	0.9
Cc1ccc(NC(=O)CCSCCc2ccccn2)cc1
    -4.5%	-1.1%	-1.6%	-4.1%	1.1	-7.4%	0.9%	1.4%	i	0.4
CCCCn1c(=O)cc(O)c2ccccc21
    10.9%	-5.8%	5.6%	-0.8%	1.1	-5.0%	11.4%	-0.6%	i	0.5
Cc1ccc(NC(=O)NC(=O)N(C(C)C)S(=O)(=O)c2ccc(C)cc2)cc1
    -0.3%	-6.3%	-8.6%	-2.1%	1	2.8%	-6.9%	6.2%	i	0.2
Clc1ccc(Cn2ncc3c(NCc4cccnc4)ncnc32)cc1
    -1.5%	-5.9%	4.9%	·	1	-1.7%	2.0%	0.1%	i	1.0
Cc1c(NS(C)(=O)=O)c(=O)n(-c2ccccc2)n1C
    -8.6%	-8.8%	1.1%	-2.8%	1	-5.9%	5.1%	3.2%	i	0.3
COc1ccccc1NC1=C(Cl)C(=O)OC1OC(=O)c1ccco1 (stereo not drawn)
    3.6%	-5.0%	-1.2%	-1.2%	1.1	-6.0%	-2.1%	8.0%	i	0.2
N#Cc1c(Nc2ccccc2C(F)(F)F)s[nH]c1=O
    ·	·	8.5%	·	·	-6.4%	·	1.2%	i	0.3
CCNS(=O)(=O)c1ccc(NC(=O)Nc2cccc(C(F)(F)F)c2)cc1
    20.6%	-7.0%	-8.6%	-0.4%	1.1	9.0%	20.1%	1.8%	i	4.1
CCOC(=O)N1CCN(C(=O)CNC(=O)c2nn(-c3ccc(OC)cc3)c(=O)c3ccccc23)CC1
    3.9%	0.5%	15.4%	-3.7%	1.2	-1.8%	2.5%	12.7%	i	0.3
CC(C)(C)c1ccc(N2C(=O)CC(C/C=C/c3ccccc3)C2=O)cc1 (stereo not drawn)
    ·	·	-1.6%	·	·	-6.5%	·	3.9%	i	0.6
CCC(C)(C)C1CCc2c(sc(NC(=O)c3ccccc3C(=O)O)c2C#N)C1 (stereo not drawn)
    ·	·	30.9%	·	·	9.6%	·	14.6%	i	0.3
